HKDC1 inh: HKDC1 (human) hexokinase inhibition; Q2TB90; recombinant HKDC1, G6PDH/diaphorase resazurin coupled fluorescence; inhibition, % at 20 µM; 340,000 compounds, 0.16% hits; AID 493160;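 active = inhibition above about 35% when tested at 20 µM, limit read from the data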;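 also: plate controls were DMSO wells with enzyme for no effect and DMSO wells lacking enzyme for full effect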
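System: Recombinant HKDC1 hexokinase | Amount: HKDC1 at 5 µg/mL | Reagent: Glucose with 1 mM ATP | Doses: Single 20 µM dose | Incubation: Reaction time 90 min, room temperature, protected from light | Signal: Coupled resazurin fluorescence, excitation 525 nm, emission 613 nm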
SENP6 inh: inhibitors of human SENP6 protease | Q9GZR1 | Recombinant SENP6 catalytic domain, aminoluciferin luminescence | inhibition, % at 10 µM | 330,000 compounds, 1.8% hits;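 active = inhibition above about 50% at the single tested dose, limit read from the data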;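 also: plate controls were DMSO wells with enzyme for no effect and DMSO wells lacking enzyme for full effect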
SENP8 block-1: SENP8 protease inhibition. Q96LD8. purified SENP8, Z-RLRGG-aminoluciferin cleavage, luminescence. inhibition, % at 10 µM. 330,000 compounds, 1.2% hits. AID 2540; in the data active = inhibition above about 50%
Target sequence (Q96LD8 whole entry, looked up): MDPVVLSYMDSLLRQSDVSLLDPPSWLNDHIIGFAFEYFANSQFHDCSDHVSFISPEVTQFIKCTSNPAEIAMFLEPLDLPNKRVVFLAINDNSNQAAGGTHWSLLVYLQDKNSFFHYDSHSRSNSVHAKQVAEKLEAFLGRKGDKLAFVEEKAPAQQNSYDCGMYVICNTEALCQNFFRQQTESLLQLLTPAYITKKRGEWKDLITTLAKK
PfGluPho inh: PfG6PD (Plasmodium falciparum) enzyme inhibition | PfGluPho enzyme, NADPH resazurin-diaphorase fluorescence | inhibition, % at 20 µM | 350,000 compounds, 0.78% hits;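 active = inhibition reaching at least a set limit at 20 µM in the primary screen, cut at about 59% in these data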;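 also: 0% = DMSO wells with substrate and 100% = DMSO wells lacking glucose-6-phosphate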
SENP1 inh: SENP1 (human) catalytic domain inhibition; inhibition, % at 10 µM; 360,000 compounds, 0.21% hits; Q9P0U3; recombinant SENP1 catalytic domain, CyPet-SUMO1-YPet FRET cleavage; AID 624204;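 active = inhibition at least 30% at 10 µM, raw YFP signal under a set limit, fluorescence ratio 0.5 to 1.5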;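 also: 0% = enzyme with DMSO and 100% = no enzyme wells; some results filed as inactive read as strong as hits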
Target sequence (Q9P0U3 419-644 limits assumed): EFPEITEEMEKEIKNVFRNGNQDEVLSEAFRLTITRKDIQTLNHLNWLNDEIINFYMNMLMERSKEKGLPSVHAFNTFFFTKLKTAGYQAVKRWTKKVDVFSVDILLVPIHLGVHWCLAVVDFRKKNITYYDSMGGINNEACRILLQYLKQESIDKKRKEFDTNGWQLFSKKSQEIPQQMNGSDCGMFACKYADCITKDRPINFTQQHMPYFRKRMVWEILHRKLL
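System: Recombinant human SENP1 catalytic domain, His6-tagged | Incubation: Enzyme reaction for 50 min at room temperature, dark | Medium: Tris pH 8 with BME, BSA, NP40 and catalase | Also added: 25 nM SUMO1 FRET substrate | Compound: 10 µM single point, 0.5% DMSO | Measured by: FRET fluorescence in CFP and YFP emission channels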
SENP8 block-2: blocks human SENP8 cleavage of Nedd8 substrate; 360,000 compounds, 0.64% hits; recombinant SENP8, Nedd8 substrate fluorescence; inhibition, % at 20 µM; AID 602440; in the data active = inhibition mostly above about 40%, no sharp cut-off; inactive = mostly below about 27%
SENP7 inh: SENP7 protease inhibition; 330,000 compounds, 1.5% hits; inhibition, % at 5 µM; recombinant SENP7, Z-RLRGG-aminoluciferin luminescence, 40 min;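 active = inhibition above about 50% at the single test dose, limit read from the data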;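 also: plate controls were DMSO with enzyme for no effect and no enzyme buffer wells for full effect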
Target sequence (Q9BQF6 706-1050 limits assumed): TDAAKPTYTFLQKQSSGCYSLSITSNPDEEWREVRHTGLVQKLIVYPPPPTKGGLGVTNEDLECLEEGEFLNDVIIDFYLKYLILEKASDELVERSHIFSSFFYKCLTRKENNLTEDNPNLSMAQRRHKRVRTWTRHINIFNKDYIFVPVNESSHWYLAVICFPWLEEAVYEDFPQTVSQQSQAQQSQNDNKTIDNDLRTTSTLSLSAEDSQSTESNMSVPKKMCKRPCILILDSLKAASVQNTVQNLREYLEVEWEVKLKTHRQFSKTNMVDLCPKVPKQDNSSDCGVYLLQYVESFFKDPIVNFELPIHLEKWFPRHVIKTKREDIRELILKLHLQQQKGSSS
Apaf-1 inh: inhibitors of human Apaf-1 apoptosome; inhibition, % at 20 µM; O14727; 330,000 compounds, 0.71% hits; reconstituted apoptosome caspase-3 activity, DEVD-Rh110 fluorescence; active = inhibition of at least 40% at 20 µM;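 also: plate controls were DMSO wells for no effect and DEVD-CHO caspase inhibitor wells for full effect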
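Material: reconstituted apoptosome with Apaf-1, cytochrome c, caspase-9, procaspase-3, dATP / Buffer or medium: pH 7.5 Hepes buffer with CHAPS, BSA, DTT / Also added: cytochrome c with DEVD-Rh110 / Schedule: compound with Apaf-1, dATP, procaspase-3 30 min, then 50 min reaction, room temperature / Technique: rhodamine 110 fluorescence at Ex 480/Em 540 nm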
* hit, by the source's call; / = not tested or not shown.

SMILES	HKDC1 inh	SENP6 inh	SENP8 block-1	PfGluPho inh	SENP1 inh	SENP8 block-2	SENP7 inh	Apaf-1 inh
Cc1cc(C)n(S(=O)(=O)c2cc(C)c(C)cc2C)n1	-2	-1	-3	2	1	18	-7	9
CCCCC1CCCC12NC(=O)NC2=O (stereo not drawn)	0	0	-8	7	3	13	-9	2
CC(C)Cc1nnc(NC(=O)CSc2ncn[nH]2)s1	0	4	-2	-19	-1	2	3	-10
COC(C(=O)Nc1ccnn1C1CCN(C(=O)c2ccc(C)cc2)CC1)c1ccccc1 (stereo not drawn)	-4	9	11	4	0	7	-3	9
Cc1ccc(-c2cc(C(=O)N/N=C/c3c[nH]c4ccccc34)[nH]n2)cc1	-1	/	/	24	-2	-64	/	/
CCOC(=O)N1CCN(C(=O)c2cccc(NS(=O)(=O)c3ccc(F)c(F)c3)c2)CC1	11	-3	-9	0	-1	17	-11	5
Cc1ccccc1N(CC(=O)NC(C)(C)C)C(=O)c1ccc(-c2ccccc2)[nH]1	/	11	-1	/	/	/	-3	-15
COc1ccc(C(=O)C2CCN(CC(=O)Nc3ccccc3F)CC2)cc1	-4	14	-3	-2	1	2	-2	10
CCOC(=O)c1nc2sc3c(c2c(=O)[nH]1)CCCC3	3	-18	1	4	-20	-388	3	-7
COc1cc(C2NC(=O)NC(C)=C2C(=O)Nc2cccc(C)c2C)cc(OC)c1OC (stereo not drawn)	2	-10	-8	-7	2	18	-2	-1
CCc1ccc2[nH]c(=O)c(CN(CCCO)C(=O)NCc3ccccc3)cc2c1	-7	-4	3	17	1	-78	-7	-6
O=C(O)[C@H](Cc1ccccc1)N1C(=O)c2ccncc2C1=O	-5	-26	-3	-3	-2	13	-14	5
COc1ccccc1NC(=O)c1cc(S(=O)(=O)N2CCCC2)cn1C	-8	-4	-12	-5	-5	6	7	4
O=C(OCc1ccc2c(c1)OCO2)c1ccc(S(=O)(=O)N2CCCCC2)cc1	-3	-10	0	-6	1	10	7	12
CCc1cccc(C)c1NC(=O)CN(C)C1=NS(=O)(=O)c2ccccc21	-4	-17	-3	-5	-4	-29	4	6
COc1cc(-c2nnc(NC(=O)CCS(=O)(=O)c3ccc(F)cc3)o2)cc(OC)c1OC	4	3	-6	-7	-2	-2	-15	-1
CCN(c1ccc(OC)cc1)S(=O)(=O)c1ccc2c(c1)CC(C)N2C(=O)C1CC1 (stereo not drawn)	2	-13	-5	8	0	11	3	16
COc1ccc(C(=O)COC(=O)c2cc(=O)[nH]c3ccccc23)c(OC)c1	-2	-14	-15	-1	-1	-194	11	10
Cc1nnc(SCC(=O)N2CCCC(C(=O)c3ccc(Cl)cc3)C2)o1 (stereo not drawn)	-7	-1	-3	11	1	14	-1	1
O=C(CCNS(=O)(=O)c1ccc(OC(F)(F)F)cc1)N1CCN(S(=O)(=O)c2cccc(F)c2)CC1	-4	-27	3	2	1	10	-6	16
O=C(c1ccc2c(=O)n(C3CCCC3)c(=S)[nH]c2c1)N1CCc2ccccc21	0	-7	-3	-1	-1	10	-4	29
CCOc1ccc(N=C(C)C2=C(O)c3ccccc3C2=O)cc1	-2	85*	78*	8	0	30	84*	-11
Cc1ccc(NC(=O)CSc2nnc(CNC(=O)c3ccccc3F)o2)cc1Cl	-2	-4	-14	12	1	22	-12	3
Cc1cc(C(=O)O)ccc1NCc1cccnc1	-7	-3	-13	-16	1	6	-10	2
Cc1cccc(S(=O)(=O)Nc2cccc(-c3cn4ccsc4n3)c2)c1	5	-4	-1	-8	2	7	3	7
COc1ccc2sc(-c3ccccc3OC)c(-c3ccc4c(c3)OCCO4)c2c1	5	-2	10	-2	1	-45	7	13
CCCC[C@@H]1CNC(=S)N1CCC12CC3CC(CC(C3)C1)C2	2	-5	-9	20	-1	9	-21	30
CCN1CCN(C(=O)c2ccc(CS(=O)(=O)Cc3ccccc3F)o2)CC1	14	9	3	9	-1	11	9	-18
Cc1cc(NC(=O)CSc2nnc(-c3ccccc3F)n2C)no1	-5	7	-1	-10	0	20	2	-13
CC(=O)Cn1c(CN2CC(C)CC(C)C2)nc2c1c(=O)n(C)c(=O)n2C (stereo not drawn)	-1	-5	2	0	2	9	3	-2

Entries above that contain a Cl atom:
SMILES	HKDC1 inh	SENP6 inh	SENP8 block-1	PfGluPho inh	SENP1 inh	SENP8 block-2	SENP7 inh	Apaf-1 inh
Cc1nnc(SCC(=O)N2CCCC(C(=O)c3ccc(Cl)cc3)C2)o1 (stereo not drawn)	-7	-1	-3	11	1	14	-1	1
Cc1ccc(NC(=O)CSc2nnc(CNC(=O)c3ccccc3F)o2)cc1Cl	-2	-4	-14	12	1	22	-12	3

Next section
SMILES	HKDC1 inh	SENP6 inh	SENP8 block-1	PfGluPho inh	SENP1 inh	SENP8 block-2	SENP7 inh	Apaf-1 inh
CCOc1ccccc1Oc1coc2cc(OC(=O)c3ccco3)ccc2c1=O	-8	-10	-6	1	-3	-270	-3	-16
COc1ccccc1NC1=C(C)C(=O)CC1	2	-15	-7	-12	2	13	-12	7
OC1(c2ccc(F)cc2)CSC(=Nc2cccnc2)N1Cc1ccco1 (stereo not drawn)	-10	-27	-17	9	0	9	-6	17
COc1cc(OC)cc(C(=O)Nc2nc3ccc(S(C)(=O)=O)cc3s2)c1	-5	86*	91*	10	0	-175	98*	7
COc1ccc(Nc2ccc(Nc3ccc(OC)cc3)nn2)cc1	8	-9	-1	0	0	15	12	6
C=CC[C@@H](CC(=O)N[C@H](CO)Cc1ccccc1)C(=O)N[C@H](C)COC(=O)[C@@H](CC=C)Cc1ccc(F)cc1	-5	6	0	-2	1	15	1	23
Cc1nn(-c2ccccc2)nc1CNC(=O)CC(C)(C)C	-3	-35	0	-6	1	13	-2	-6
CC1CN(C(NC(=O)C(C)(C)C)C(Cl)(Cl)Cl)CC(C)O1 (stereo not drawn)	-2	-8	0	-2	1	25	2	0
Cc1cccc(C2c3[nH]c4ccccc4c3CCN2C(=O)CN2CCOC2=O)n1 (stereo not drawn)	-4	0	-1	-2	-5	5	0	-7
O=C(CC1SC(=NC2CCCCC2)NC1=O)Nc1ccccc1 (stereo not drawn)	-14	-3	-3	6	2	7	5	-28
COC(=O)[C@]1(Cc2ccccc2)N[C@H](c2ccc(-c3ccc(Cl)c(Cl)c3)cc2)[C@@H]2C(=O)N(C)C(=O)[C@@H]21	1	-9	-4	11	-3	-6	-7	19
Cc1cc(-n2c(C)cc(C(=O)CSc3nnc4sc5ccccc5n34)c2C)no1	16	1	3	12	0	0	10	-7
CCOc1ccccc1NC(=O)Nc1ccc(Br)cc1C	-7	6	3	-14	-2	7	4	1
COc1ccc(OC(C)C(=O)N(C)Cc2nc(-c3ccc(OC)cc3)no2)cc1 (stereo not drawn)	-2	1	2	-8	0	5	-2	-13
CC1(C)C2C(Cl)(Cl)C2(C)c2ccccc2N1C=O (stereo not drawn)	-2	1	2	7	0	15	-2	-11
Cn1c(N)c(C(=O)CSc2n[nH]c(-c3ccccc3)n2)c(=O)n(C)c1=O	1	7	-10	-8	2	16	-3	16
COc1cc(/C=C/C(=O)OCC(=O)N2CCN(S(=O)(=O)c3ccc(C)cc3C)CC2)cc(Cl)c1OC	4	3	-3	-1	-12	-119	3	30
CC(C)(C)c1ccc(OCCCN2CCCC2)cc1	-4	-3	-13	-12	-1	30	-2	3
OC(COCc1ccco1)CN1CCN(c2ccccc2)CC1 (stereo not drawn)	-11	11	3	-4	3	9	0	-9
COc1ccc(NS(=O)(=O)c2ccc(NS(=O)(=O)c3ccc(SC)cc3)cc2)c(OC)c1	4	-6	-5	-27	1	4	-12	6
O=C1CCCN1CCCNc1ccc2nnc(CCC(=O)N3CCN(c4ccc(F)cc4)CC3)n2n1	-3	-2	6	13	0	8	4	16
COc1ccc(CNCc2ccccc2[N+](=O)[O-])cc1OC	-7	8	-10	-16	2	9	-3	6
CCN(CC(=O)Nc1c(F)cccc1F)C(=O)Cc1c(C)nc2ccccc2c1C	0	-15	3	-17	-2	-1	-6	21
N#Cc1c(NC(=O)CSc2ncccn2)oc(-c2ccccc2)c1-c1ccccc1	6	-11	0	-14	-8	-61	-2	7
CCOC(=O)/C(=N\Nc1ccccc1)c1csc(Nc2ccc(C)cc2)n1	15	-1	-5	14	-3	12	0	6
CN(CCNC(=O)C1(O)c2ccccc2NC(=O)N1c1ccccc1)Cc1ccccc1 (stereo not drawn)	-3	-6	-1	-15	1	-3	-6	3
CN(C)CCCN=c1cc(-c2ccccc2)oc2ccc(Cl)cc12	-8	/	/	-6	0	-27	/	/
O=S(=O)(c1cc(Cl)ccc1Cl)N1CC2CCCN2c2ccc(C(F)(F)F)cc21 (stereo not drawn)	4	1	-1	23	-2	-6	13	-18
Cc1cc(C)c(Cn2ncn(-c3ccc(Br)cc3)c2=O)c(C)c1	-7	-8	-15	6	3	5	-3	14
CCc1ccccc1NC(=O)CCC(=O)N1CCSc2ccccc21	-9	-15	-13	19	1	16	-14	0
O=C1c2ccccc2C(=O)N1CCSc1n[nH]c(=S)s1	-3	-20	1	11	-2	26	-2	7
NC(=O)c1sc2nc(-c3cccs3)ccc2c1N	2	27	5	-3	-22	-280	-13	11
Cc1ccccc1OCc1nc(-c2cccnc2)no1	-1	-18	-12	-14	3	13	4	6
Cc1ccc(C)c(NC(=S)NCCc2c[nH]c3ccccc23)c1	0	-11	-4	3	4	3	-8	3
CC(C)Cn1c(NCCN(C)C)nc2c1c(=O)[nH]c(=O)n2C	-7	-12	-7	3	1	13	-5	-12
Cn1c(=O)n(C)c2cc(C(=O)Nc3ccc4c(c3)OCO4)ccc21	-8	-22	4	4	-5	5	-5	-11
Cc1ccc(NC(=O)CN(C)C(=O)c2ccc(S(=O)(=O)N(C)c3ccccc3)cc2)cc1	1	15	-4	-4	1	11	8	-4
CCn1c(SCC(=O)NC2CCS(=O)(=O)C2)nnc1-c1ccccc1 (stereo not drawn)	-5	-12	-9	-5	3	26	-12	1
CCCN1CN=C(NS(=O)(=O)c2ccc(C)cc2)NC1	-4	-16	0	-7	-1	1	1	1
Nc1c2c(nc3ccccc13)CSCC2	-4	5	-3	-3	-6	-29	-8	-12
CCO[C@H]1OC(C(=O)N2CCN(C)CC2)=C[C@@H](c2ccc3c(c2)OCO3)[C@@H]1CCCO	-3	-5	3	2	1	3	-1	-9
COc1ccc(C(C(=O)NC2CCCCC2)N(C(=O)CCCC(=O)Nc2ccccn2)c2ccc3c(c2)OCCO3)cc1 (stereo not drawn)	-10	5	-10	-8	-1	10	-4	11
COc1ccc(C(CNC(=O)C(Cc2ccccc2)NC(N)=O)N(C)C)cc1 (stereo not drawn)	2	16	5	-1	0	12	6	5
CC(Oc1ccc(F)cc1)C(=O)Nc1ccccc1C(=O)N1CCCCC1 (stereo not drawn)	-3	-2	4	-2	4	-4	9	0

One compound at a time (already shown). Order of values: HKDC1 inh, SENP6 inh, SENP8 block-1, PfGluPho inh, SENP1 inh, SENP8 block-2, SENP7 inh, Apaf-1 inh
COc1ccc2sc(-c3ccccc3OC)c(-c3ccc4c(c3)OCCO4)c2c1 across the screens: 5, -2, 10, -2, 1, -45, 7, 13
CC(Oc1ccc(F)cc1)C(=O)Nc1ccccc1C(=O)N1CCCCC1 (stereo not drawn) across the screens: -3, -2, 4, -2, 4, -4, 9, 0

Random draw from the library, and some 3.6% of all compounds hit somewhere here.
